Screens deposited in PubChem BioAssay by The Scripps Research Institute Molecular Screening Center.
TAAR1 agonist: human TAAR1 agonism | Q96RJ0 | CHO RD-HGA16 TAAR1, Fluo-8 calcium fluorescence; vehicle wells 0%, saturating PEA agonist 100% | activation, % at 3 µM | actives 0.99% (n = 360,000) | AID 624467;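 active = activation above the mean activation of all test compounds in the run plus 3 SD, cut at about 38% in these data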
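Signal – calcium-sensitive Fluo-8 signal, excitation 470-495, emission 515-575 nm · System – RD-HGA16 (CHO) cells co-expressing Gα16 and hTAAR1 · Incubation – 17-24 h seeding, 75 min 37 °C dye, 30 min RT · Compound dosing – 3 µM single concentration · Repeats – no replicates (n 1)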
V1R ag counter: V1a receptor agonism, counter-screen for OXTR agonists | actives 0.25% (n = 320,000) | CHO-V1R cells, Fluo-8 calcium fluorescence, agonist mode; 0% DMSO, 100% 3 nM vasopressin | AID 2797 | P37288 | activation, % at 3 µM;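 active = activation above the mean activation of all tested compounds plus 3 SD, per screening run, cut at about 20% in these data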;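 also: signal is peak over basal fluorescence ratio across a 100 second FLIPR read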
Target sequence (P37288 whole entry, looked up): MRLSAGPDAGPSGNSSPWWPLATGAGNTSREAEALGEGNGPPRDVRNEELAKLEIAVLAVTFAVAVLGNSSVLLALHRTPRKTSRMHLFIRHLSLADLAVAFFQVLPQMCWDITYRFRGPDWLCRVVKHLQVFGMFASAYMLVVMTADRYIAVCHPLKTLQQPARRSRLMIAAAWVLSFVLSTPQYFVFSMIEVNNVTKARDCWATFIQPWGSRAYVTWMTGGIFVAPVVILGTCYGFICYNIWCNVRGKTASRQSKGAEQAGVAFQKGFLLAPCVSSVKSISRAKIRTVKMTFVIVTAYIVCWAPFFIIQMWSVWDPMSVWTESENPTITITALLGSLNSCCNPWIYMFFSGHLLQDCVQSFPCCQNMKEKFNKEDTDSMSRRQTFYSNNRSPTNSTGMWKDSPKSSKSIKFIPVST
M1 PAM: human CHRM1 positive allosteric modulation; P11229; CHO-K1 hM1, Fluo-8 calcium fluorescence, ACh EC20; 0% = ACh EC20, 100% = maximal ACh; activation, % at 3 µM; actives 0.088% (n = 360,000); AID 588819; in the data active = activation above about 19%, passing the limit was not always enough
TAAR1 antagonist: human TAAR1 antagonism. Q96RJ0. CHO RD-HGA16 TAAR1, Fluo-8 calcium fluorescence, antagonist. inhibition, % at 3 µM. actives 1.5% (n = 360,000);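 active = inhibition above a per-plate cutoff, the mean inhibition of test compounds on that plate plus 3 SD, cut at about 49% in these data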;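 also: 0% = DMSO plus EC80 beta-PEA response and 100% = DMSO alone without agonist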
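Test system: RD-HGA16 CHO cells with stable hTAAR1 and Gα16 / Probe or stimulus: EC80 β-phenethylamine stimulus / Times: seeding 17-24 h prior, 75-min 37 °C, 30-min RT dye loading / Detection: Fluo-8 calcium-sensitive fluorescence / Read-out basis: % inhibition scaled between DMSO and EC80 PEA controls / Repeats: singlicate, one well per test compound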
M1 ag: human M1 muscarinic receptor agonism | P11229 | CHO-K1 hM1, Fluo-8 calcium fluorescence, agonist mode; 0% DMSO, 100% acetylcholine EC100 | activation, % at 3 µM | actives 0.33% (n = 360,000);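 active = activation above the run's mean compound activation plus 3 SD, cut at about 16% in these data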;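 also: peak over basal fluorescence ratio within a 140 s kinetic read after compound addition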
OXTR potentiate: potentiators of human oxytocin receptor | P30559 | CHO-OTR cells, Fluo-8 calcium fluorescence, potentiator mode; 0% = oxytocin EC15, 100% = EC100 | activation, % at 3 µM | actives 0.061% (n = 320,000);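 active = activation above that plate's cutoff, the mean activation of tested compounds plus 3 SD, cut at about 6.6% in these data, passing the limit was not always enough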;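 also: 100% uses oxytocin at 75 nM as the full agonist control; some results filed as inactive read as strong as hits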
Target sequence (P30559 whole entry, looked up): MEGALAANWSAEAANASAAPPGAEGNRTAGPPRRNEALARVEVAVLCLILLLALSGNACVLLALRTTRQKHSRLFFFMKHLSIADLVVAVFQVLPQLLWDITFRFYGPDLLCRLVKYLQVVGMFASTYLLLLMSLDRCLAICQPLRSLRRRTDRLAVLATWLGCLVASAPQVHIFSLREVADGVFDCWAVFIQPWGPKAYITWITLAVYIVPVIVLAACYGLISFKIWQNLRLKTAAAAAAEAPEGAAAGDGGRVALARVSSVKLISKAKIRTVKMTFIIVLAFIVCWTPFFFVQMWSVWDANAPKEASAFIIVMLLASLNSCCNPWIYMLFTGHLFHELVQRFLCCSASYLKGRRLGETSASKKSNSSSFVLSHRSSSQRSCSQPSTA
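Assay system: CHO cell line stably expressing human OTR. Reagent: EC15 oxytocin agonist. Dosing: single dose, 3.0 µM nominal final compound concentration. Timing: compound 6 min at room temperature before oxytocin, 100 s read. Signal: kinetic Fluo-8 calcium fluorescence. Controls: oxytocin EC15 low and EC100 high.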
M1 antag: human CHRM1 antagonism. CHO-K1 hM1, Fluo-8 calcium fluorescence, ACh EC80 antagonist. AID 588852. actives 1.3% (n = 360,000). inhibition, % at 3 µM;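 active = percent inhibition above its own plate's cutoff, namely the mean of that plate's compound wells plus 3 SD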;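 also: peak over basal fluorescence ratio during 140 s after agonist addition; 0% = ACh EC80 plus DMSO and 100% = DMSO alone without agonist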
CHO parental Ca: counter-screen for OX1R antagonists: effect in parental CHO cells; parental CHO-K1, ATP-induced calcium, Fluo-8 fluorescence; inhibition, % at 5.6 µM; actives 0.63% (n = 330,000);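 active = inhibition above that plate's mean sample inhibition plus 3 SD, cut at about 26% in these data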;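 also: 0% = ATP-challenged DMSO wells and 100% = DMSO wells without ATP; some compounds past the cut are filed as inactive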
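Assay system: untransfected parental CHO cell line. Also added: ATP agonist challenge. Dosing: one dose, 5.6 µM nominal. Measured by: Fluo-8 fluorescence. Read-out: % inhibition. Benchmarks: ATP wells versus no-ATP DMSO wells. Repeats: no replicates.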
OXTR agonist: activates the human oxytocin receptor. activation, % at 3 µM. actives 0.32% (n = 320,000). CHO-OTR cells, Fluo-8 calcium fluorescence; normalized: DMSO 0%, oxytocin 100%. AID 2435;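 active = activation above the mean of all tested compounds plus 3 SD, cutoff set per screening run, cut at about 20% in these data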;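 also: peak over basal fluorescence ratio from a 100 s FLIPR kinetic read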
Starred values were filed as active, the others as inactive; / = no result given.

1. COc1ccc(CNC(=O)COc2ccc(Br)c(C)c2)cc1
2. CC(C)(C)C(=O)Nc1ccccc1C(=O)Nc1cccnc1
3. COc1ccc2c(c1OC)C(=O)N1C2SC(C)(C)[C@H]1C(=O)NC(C)C (stereo partly drawn)
4. CCOC(=O)Cc1csc(NC(=O)CC(C)(C)C)n1
5. CN(Cc1ccccc1)C(=O)C(=O)c1c[nH]c2ccccc12
6. C=CCSc1nnc(NC(=O)CSc2ccccn2)s1

compound no.,1,2,3,4,5,6
TAAR1 agonist,-1,-1,10,3,2,3
V1R ag counter,0.2,-0.8,0.6,1.1,/,-0.7
M1 PAM,8,5,9,9,-1,/
TAAR1 antagonist,-10,-18,-12,-15,3,2
M1 ag,-2,-1,-4,0,-1,/
OXTR potentiate,-20,4,-19,0,/,-16
M1 antag,-12,-7,-14,-22,0,/
CHO parental Ca,-21,2,-11,-3,/,-6
OXTR agonist,-2.1,0.5,-0.4,1.3,/,-1.6

7. Cc1ccc(-c2nc3cccnc3o2)cc1NC(=O)COc1ccc(Cl)cc1C
8. CC(C)(C)c1nnc2sc(SCCN3C(=O)c4ccccc4C3=O)nn2c1=O
9. COCCCNC(=O)c1ccc2sc(C3=C[C@@H](O)[C@@H](O)[C@@H](CO)O3)nc2c1
10. Cc1ccc(C)c(N2CCN(C(=O)CCS(=O)(=O)c3ccc4c(c3)NC(=O)CO4)CC2)c1
11. CN(C(=O)c1ccc(COc2ccccc2Br)o1)c1ccccc1
12. OC1(c2cccs2)CN(c2ccc(Cl)cc2)C2=[N+]1CCCC2 (stereo not drawn)

compound no.,7,8,9,10,11,12
TAAR1 agonist,8,13,2,18,3,1
V1R ag counter,0.3,-0.6,/,17,1.1,0.3
M1 PAM,-1,5,-1,-10,-3,-18
TAAR1 antagonist,-1,-3,-12,85*,-7,-4
M1 ag,-2,-5,-2,6,-5,-7
OXTR potentiate,-12,-5,/,-14,-19,-12
M1 antag,-1,-1,1,22,-2,27
CHO parental Ca,-20,-11,/,57*,-4,-4
OXTR agonist,0.2,-0.6,/,15,-1.4,-0.8

13. Cc1cccc(N(CC(=O)NC2CCCC2)C(=O)c2cc3cc4cccc(C)c4nc3s2)c1C
14. COc1cc(C#Cc2c(-c3cncn3C)n(C)c3ccc(-c4cc(OC)c(OC)c(OC)c4)cc23)cc(OC)c1
15. COc1ccc(C(=O)NC(=S)NCc2cccnc2)cc1OC
16. CCc1nc2c(OCc3ccccc3)cccn2c1N(C)C(=O)Nc1ccccc1OC
17. CC(/C=C/c1ccccc1)=N\NC(=O)C1CC1(C)c1ccccc1 (stereo not drawn)
18. Cc1nc2ccc(NS(=O)(=O)c3ccc(F)cc3)cc2s1

compound no.,13,14,15,16,17,18
TAAR1 agonist,1,10,5,1,11,6
V1R ag counter,0.6,5.2,0.3,/,-0.8,11
M1 PAM,1,-9,12,8,4,-1
TAAR1 antagonist,-5,35,3,-14,26,17
M1 ag,-2,1,-5,-7,-4,0
OXTR potentiate,-7,-2,-7,/,-15,-15
M1 antag,-18,18,-9,-19,-3,9
CHO parental Ca,-12,-12,-4,/,-29,6
OXTR agonist,-0.8,-0.6,-1.8,/,-2.1,7.0

In a second layout: entries from further up.
Results follow in this order: TAAR1 agonist, V1R ag counter, M1 PAM, TAAR1 antagonist, M1 ag, OXTR potentiate, M1 antag, CHO parental Ca, OXTR agonist
18) Cc1nc2ccc(NS(=O)(=O)c3ccc(F)cc3)cc2s1
  6, 11, -1, 17, 0, -15, 9, 6, 7.0
15) COc1ccc(C(=O)NC(=S)NCc2cccnc2)cc1OC
  5, 0.3, 12, 3, -5, -7, -9, -4, -1.8
16) CCc1nc2c(OCc3ccccc3)cccn2c1N(C)C(=O)Nc1ccccc1OC
  1, /, 8, -14, -7, /, -19, /, /
14) COc1cc(C#Cc2c(-c3cncn3C)n(C)c3ccc(-c4cc(OC)c(OC)c(OC)c4)cc23)cc(OC)c1
  10, 5.2, -9, 35, 1, -2, 18, -12, -0.6

Next part
19. Cc1cc(-c2ccccc2)c2c(n1)sc1c(O)cc(=O)[nH]c12
20. O=C1CSC(c2ccc3c(c2)OCO3)N1c1ccc(Oc2ccccc2)cc1 (stereo not drawn)
21. Cc1ccc(S(=O)(=O)N2CCCC2C(=O)Nc2nc3c(s2)CCCC3)cc1 (stereo not drawn)
22. O=C(c1ccc(-n2cncn2)c([N+](=O)[O-])c1)N1CCN(S(=O)(=O)c2ccc(Cl)cc2)CC1
23. O=C(Nc1cc2c3c(c1)C1CCCC1CN3CC1CCCC21)c1ccc([N+](=O)[O-])cc1 (stereo not drawn)
24. C/C(=N/NC(=O)c1cccs1)c1c(C)[nH]n(-c2nc3ccccc3s2)c1=O

compound no.,19,20,21,22,23,24
TAAR1 agonist,-1,6,3,4,-1,2
V1R ag counter,4.0,2.4,4.9,-1.0,-1.0,-0.3
M1 PAM,/,-2,-12,10,-2,-4
TAAR1 antagonist,-8,-5,5,-8,-4,-2
M1 ag,/,-4,0,-4,-5,-5
OXTR potentiate,-5,-22,-12,-10,-16,-5
M1 antag,/,3,22,-12,-1,3
CHO parental Ca,-17,-7,-18,-13,-17,-8
OXTR agonist,-0.7,-1.4,6.4,0.3,-0.9,-1.3

25. Cc1ccc(S(=O)(=O)NCC(=O)OC2CCOC2=O)cc1 (stereo not drawn)
26. CCCCn1c(=O)[nH]c(=O)c2c1nc(-c1ccc(OC)c(Br)c1)n2CC(C)C
27. Cc1cc2nc(-c3cc(N4CCOCC4)ccc3[N+](=O)[O-])ccn2n1
28. COC(=O)c1cc2n(n1)CCN(Cc1ccc(OC)cc1)C2=O
29. NC(=O)Cn1nnc(-c2ccc(CN3CCCCC3)cc2)n1
30. Cc1ccc(CNC(=O)CC2Sc3ccccc3NC2=O)cc1 (stereo not drawn)

compound no.,25,26,27,28,29,30
TAAR1 agonist,3,-2,-1,1,1,-2
V1R ag counter,1.3,-0.2,0.2,0.3,0.9,-0.4
M1 PAM,-5,-1,2,11,5,8
TAAR1 antagonist,-11,-10,-13,-1,-19,6
M1 ag,-1,-1,-9,-4,-6,-4
OXTR potentiate,-18,2,-16,-8,-8,-1
M1 antag,14,12,2,-16,-19,-4
CHO parental Ca,-7,-39,-6,6,0,-9
OXTR agonist,0.4,-0.5,-0.6,1.0,-0.3,-2.0

31. C/C(Nc1ccccc1)=C(/C#N)C(N)=O
32. COc1ccc(-c2cn3cccc(C)c3n2)cc1F
33. CCOC(=O)c1ccc(NC(=O)CCC(CC)C(=O)O)cc1 (stereo not drawn)
34. O=C(NCc1cccnc1)C12CC3CC(CC(C3)C1)C2
35. Cc1cccc(OCCCC(=O)NNC(=O)c2cccc(N(C)C)c2)c1
36. COc1ccc2c(c1)c(=O)oc1cc(OCC(=O)NC3CC3)ccc12

compound no.,31,32,33,34,35,36
TAAR1 agonist,6,2,1,10,0,7
V1R ag counter,0.1,-0.9,1.0,0.7,0.4,0.7
M1 PAM,-4,7,-6,23,14,-9
TAAR1 antagonist,-2,-11,-6,-20,-4,-7
M1 ag,-5,-9,1,-1,0,-2
OXTR potentiate,3,5,-12,-11,-4,-10
M1 antag,4,-1,2,-26,-31,-3
CHO parental Ca,-9,-15,-8,-11,-12,4
OXTR agonist,0.4,-2.3,0.2,-0.4,-0.4,0.2

37. CN(C)Cc1cnc2ccc(Cl)cn12
38. COc1ccc(C(=O)Nc2ccc(/C(C)=N/NC(=O)c3ccncc3)cc2)cc1
39. Cc1noc(C)c1CSc1nnc(-c2ccccc2)n1N
40. CCN1C(=O)[C@H]2[C@@H](c3ccc(C)cc3)N3C(=O)N(c4cccc(Br)c4)C(=O)[C@@]3(C)[C@H]2C1=O
41. COc1cc(C2c3c(-c4ccccc4)n[nH]c3C(=O)N2c2ccccc2)ccc1O (stereo not drawn)
42. CCc1ccccc1N(CC(=O)O)S(C)(=O)=O

compound no.,37,38,39,40,41,42
TAAR1 agonist,3,2,11,7,31,0
V1R ag counter,-0.5,0.6,0.5,/,4.5,8.5
M1 PAM,0,6,9,4,5,1
TAAR1 antagonist,11,-13,-1,15,14,-10
M1 ag,-5,-2,-3,-6,9,-2
OXTR potentiate,5,0,-6,/,-2,-10
M1 antag,6,-10,-12,-2,-8,-1
CHO parental Ca,-4,-6,-10,/,-16,-6
OXTR agonist,0.4,-0.1,-0.3,/,1.5,0.5

43. COc1ccc(S(=O)(=O)N2CCN(c3ccc(F)cc3)CC2)cc1C(=O)N1CCCC1
44. CCOc1ccccc1/C=C(/NC(=O)c1ccccc1)C(=O)N1CCCCC1
45. COc1ccc(OC)c(C2=NOC(C(=O)N3CCCc4ccccc43)C2)c1 (stereo not drawn)
46. Oc1ccc2oc3c(c2c1C=NCc1ccncc1)CCCC3
47. Cc1nnc(Sc2c(N)n(C)c(=O)[nH]c2=O)s1
48. O=C(CCCCCNc1nc(=S)[nH]c2ccccc12)NCCc1ccc(Cl)cc1
49. Cc1ccccc1C(=O)/C=C1\NC(=O)CS1

compound no.,43,44,45,46,47,48,49
TAAR1 agonist,8,2,12,-1,0,13,10
V1R ag counter,1.1,0.6,-1.4,-1.0,-0.2,2.5,1.5
M1 PAM,16,7,11,6,-3,-2,2
TAAR1 antagonist,-4,-34,5,16,2,17,5
M1 ag,-2,0,-2,-3,-3,-5,3
OXTR potentiate,-5,-4,-14,-3,4,-26,-4
M1 antag,-17,-10,-16,-9,6,4,-3
CHO parental Ca,-14,-29,-47,-14,-8,5,-8
OXTR agonist,0.6,-0.6,-2.0,-0.3,0.4,-1.9,2.3
